ALOX12 inh = Primary qHTS assay for inhibitors of human arachidonate 12S-lipoxygenase (ALOX12): Round 2 | Polyunsaturated fatty acid lipoxygenase ALOX12 (Homo sapiens), P18054 | purified 12hLO, xylenol orange hydroperoxide absorbance | Potency, µM (titrated, usually from 108 µM), for the others: top-dose activity change, negative = inhibition, most hits filed as inhibitors | 580,000 compounds, 1.1% hits | AID 1671190, 2021; further: potency means the concentration at half of the fitted maximal effect; on the % scale 0 is the no-effect control and ±100 the full control effect
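Hydroperoxide product was detected by ferrous iron/xylenol orange as the 573 to 405 nm absorbance ratio. Arachidonic acid at 40 uM (final) was turned over for 30 min at room temperature by 150 nM human 12hLO, pH 7.0 Hepes buffer, after 15 min compound preincubation.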
POLK inh = qHTS for Inhibitors of Polymerase Kappa; Potency, µM (series often up to 107 µM), inactives show at the top dose activity, negative = inhibition, usual class: inhibitors; 400,000 compounds, 0.53% hits; AID 588579, 2011; purified Pol kappa, fluorescent DNA synthesis assay, 10 min; DNA polymerase kappa (Homo sapiens), Q9UBT6; further: potency means the concentration at half of the fitted maximal effect; on the % scale 0 is the no-effect control and ±100 the full control effect
Target sequence (Q9UBT6 whole entry, looked up): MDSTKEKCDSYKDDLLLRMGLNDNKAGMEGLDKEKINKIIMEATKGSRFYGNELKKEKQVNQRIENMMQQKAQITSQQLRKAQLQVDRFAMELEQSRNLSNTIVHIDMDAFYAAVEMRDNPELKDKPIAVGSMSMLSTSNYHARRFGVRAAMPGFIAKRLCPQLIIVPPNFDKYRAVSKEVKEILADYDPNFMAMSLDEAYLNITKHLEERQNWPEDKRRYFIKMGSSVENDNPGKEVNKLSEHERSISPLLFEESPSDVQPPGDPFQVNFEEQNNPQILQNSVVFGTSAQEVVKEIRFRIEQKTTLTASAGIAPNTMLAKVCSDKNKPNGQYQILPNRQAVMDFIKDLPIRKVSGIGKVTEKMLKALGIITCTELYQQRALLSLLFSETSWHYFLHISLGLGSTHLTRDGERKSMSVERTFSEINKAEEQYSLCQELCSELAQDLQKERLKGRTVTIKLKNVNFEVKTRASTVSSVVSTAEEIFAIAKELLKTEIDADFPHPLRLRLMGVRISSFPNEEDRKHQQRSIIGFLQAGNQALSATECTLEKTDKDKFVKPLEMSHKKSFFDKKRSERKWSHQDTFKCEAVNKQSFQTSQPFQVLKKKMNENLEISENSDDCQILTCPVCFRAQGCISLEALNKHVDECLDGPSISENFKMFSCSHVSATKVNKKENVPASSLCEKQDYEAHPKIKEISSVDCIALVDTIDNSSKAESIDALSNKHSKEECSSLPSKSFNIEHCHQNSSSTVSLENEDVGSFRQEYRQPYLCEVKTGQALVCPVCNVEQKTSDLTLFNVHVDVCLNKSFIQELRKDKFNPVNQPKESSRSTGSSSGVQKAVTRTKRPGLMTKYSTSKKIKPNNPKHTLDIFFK
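Here, compound and 10 nM enzyme are combined for 15 min at room temperature; adding 50 nM substrate (final) starts DNA synthesis, tracked by fluorescence at 0 and 10 min against buffer-only wells.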
TRHR agonist = qHTS for Small Molecule Agonists and Allosteric Enhancers of Human TRH Receptor: Primary Screen for Agonists | TRHR cells, calcium flux fluo-8, FDSS agonist mode | 360,000 compounds, 0.18% hits | AID 493084, 2011 | Thyrotropin-releasing hormone receptor (Homo sapiens), P34981 | activation, % at 2 µM; in the data active means activation above about 30%; further: 0% is about no effect
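Steps: seed TRHR cells overnight; add fluo-8 no-wash Ca dye, RT 30 min–1.5 h; record 10 s baseline; pin-transfer compounds; monitor fluorescence 1 cycle/s for the agonist window. Calcium increases flag candidate agonists.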
ERG-DNA inh = qHTS for Small Molecule Inhibitors of the ERG Ets/DNA interaction. Transcriptional regulator ERG (Homo sapiens), P11308. fluorescence polarization, His-ERG Ets domain / labelled DNA. Potency, µM (doses to about 76.9 µM), without a hit: top-dose FP activity, negative = inhibition, most hits filed as inhibitors. 370,000 compounds, 0.028% hits. AID 624246, 2012; active means well fitted inhibition curve with a large enough effect in the polarisation, with a control signal flat; inconclusive means small, poorly fitted or top-dose-only effect, or effect the other way, or a change in a side signal; inactive means no such curve, though single readings can be large or run the other way; the % refers to the polarisation;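 further: polarization taken with two DNA probes labelled with fluorescein and Texas red; potency means the concentration at half of the fitted maximal effect; % of control where 0% means no effect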
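His-tagged ERG Ets domain (1 uM in the protein solution; 300mM KCl, 50mM Tris-HCl, 1mM EDTA, 1mM DTT, pH 7.5) received compound, then a probe mix of 5 nM fluorescein-DNA and 100nM Texas-615-DNA. Fluorescence polarization was read for both dyes.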
POLB inh = qHTS Assay for Inhibitors of DNA Polymerase Beta; P06746; Pol beta primer extension/strand displacement, fluorescence kinetic; Potency, µM (doses to about 114 µM), for the others: top-dose activity change, negative = inhibition, most hits filed as inhibitors; 340,000 compounds, 1.3% hits; AID 485314, 2010; further: potency means the concentration at half of the fitted maximal effect; on the % scale 0 is the no-effect control and ±100 the full control effect
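Enzyme-only controls used 10 nM Pol beta; buffer lacking enzyme served as negative control. Compound preincubated 15 min, then 50 nM substrate added; 0 and 10 min reads at room temperature.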
POLI inh = qHTS for Inhibitors of Polymerase Iota. 390,000 compounds, 1% hits. Potency, µM (doses to about 115 µM), for the others: at the highest dose activity, negative = inhibition, usual class: inhibitors. DNA polymerase iota (Homo sapiens), Q9UNA4. Pol iota fluorescent replication assay, 10 min. AID 588590, 2011; further: potency means the concentration at half of the fitted maximal effect
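Pol iota at 10 nM preincubated 15 min with compounds at room temperature; reaction started with fluorescent substrate, 50 nM final. Fluorescence read kinetically at 0 and 10 min; buffer-only wells as negative control.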
BLM inh = qHTS Assay for Inhibitors of Bloom's syndrome helicase (BLM); RecQ-like DNA helicase BLM (Homo sapiens), P54132; recombinant BLM DNA unwinding, fluorescence dequenching; Potency, µM (series often up to 56.1 µM), for the others: at the highest dose activity change, negative = inhibition, hits mostly inhibitors; 350,000 compounds, 0.2% hits; AID 2528, 2010;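 further: potency means the concentration at half of the fitted maximal effect; plate controls were vehicle for no effect and no enzyme for full effect; nearly all actives have a fitted effect of over 35% in size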
Apoferritin bind = qHTS Assay for Identification of Novel General Anesthetics; Ferritin light chain (Equus caballus), P02791; Potency, µM (doses to about 77.5 µM), without a hit: top-dose activity change, negative = displacement, most hits filed as inhibitors; AID 485281, 2010; apoferritin/1-aminoanthracene competitive binding, fluorescence; 350,000 compounds, 0.074% hits; further: potency means the concentration at half of the fitted maximal effect; on the % scale 0 is the no-effect control and ±100 the full control effect; nearly all actives have a fitted effect of over 20% in size
Target sequence (P02791 2-175 limits assumed): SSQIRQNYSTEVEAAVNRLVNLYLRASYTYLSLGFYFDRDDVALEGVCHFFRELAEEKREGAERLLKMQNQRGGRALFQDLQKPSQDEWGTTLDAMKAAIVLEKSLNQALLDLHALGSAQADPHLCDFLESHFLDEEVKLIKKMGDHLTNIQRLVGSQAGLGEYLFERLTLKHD
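Concentration-response curves derived by four-parameter Hill fitting of normalized fluorescence, where compounds displaced 1-AMA from 10 uM horse apoferritin following a brief 10 min room-temperature incubation; propofol titration acted as positive control.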
APE1 inh = qHTS Assay for Inhibitors of the Human Apurinic/apyrimidinic Endonuclease 1 (APE1); DNA repair nuclease/redox regulator APEX1 (Homo sapiens), P27695; recombinant APE1, TAMRA/BHQ-2 abasic DNA cleavage fluorescence; Potency, µM (top dose mostly 65.8 µM), inactives show at the highest dose activity change, negative = inhibition, hits mostly inhibitors; 350,000 compounds, 0.35% hits;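 further: potency means the concentration at half of the fitted maximal effect; plate controls were vehicle for no effect and reference inhibitor for full effect; nearly all actives have a fitted effect of over 55% in size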
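0.75 nM APE1 + cpd, 15 min RT; start w/ 50 nM TAMRA/BHQ-2 THF-abasic dsDNA; kinetic fluor 525/598 nm ×3 reads @60 s; Δ(read3−read1); normalized to DMSO and NSC13755 control wells.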
An asterisk follows results filed as active; [ ] = remark or other dose. Unless noted, the call rests on the fitted dose curve; in most records, active means well fitted curve in the direction sought with a large enough effect; inconclusive means small, poorly fitted or top-dose-only effect, or another doubt; inactive means no such curve, though single readings can be large; an effect the other way counts as inactive or inconclusive. Some of the compounds tested; rates above refer to the full screens.

`N#CC(c1ccccc1)N(CCCCl)C(=O)c1ccc(Br)cc1` (centres undefined) gave ALOX12 inh -7%, POLK inh -9%, TRHR agonist -1.7, ERG-DNA inh -3%, POLB inh 10%, POLI inh 4%, BLM inh -12%, Apoferritin bind -12% and APE1 inh -8%.
C=CCn1c(SCC(=O)c2c(N)n(C)c(=O)n(C)c2=O)nnc1-c1ccccc1F was read as ALOX12 inh 5%, POLK inh -8%, TRHR agonist 0.0, ERG-DNA inh -2%, POLB inh -24%, POLI inh 12%, BLM inh -1%, Apoferritin bind -6% and APE1 inh -11%.
`CCOC(=O)c1ccccc1N/C=C1\CCCCC1=O` gave ALOX12 inh -11%, POLK inh -7%[60.1 µM], TRHR agonist -0.4, POLB inh 6%, POLI inh -19%, BLM inh -1%, Apoferritin bind -19% and APE1 inh -1%.
For Cc1nc2ccccc2c2oc(C(=O)Nc3ccc4c(c3)OCCO4)cc12 the results were ALOX12 inh 163%[activator], POLK inh 4%, TRHR agonist -0.8, ERG-DNA inh 15%, POLB inh 0%, POLI inh -32%, BLM inh -15%, Apoferritin bind -5% and APE1 inh inconclusive.
`O=C(c1cccc(N2C(=O)C3C4C=CC(C4)C3C2=O)c1)N1CCN(c2ccccc2F)CC1` (centres undefined) gave ALOX12 inh 9%, POLK inh -2%, TRHR agonist 0.4, ERG-DNA inh 6%, POLB inh 50%, POLI inh 61%[activator], BLM inh 1%, Apoferritin bind inconclusive and APE1 inh 7%.
`COc1ccc(-c2noc3c2-c2nc(-c4cccc(C)c4)sc2CC3)cc1` gave ALOX12 inh -1%, POLK inh 0%, TRHR agonist 1.2, ERG-DNA inh -10%, POLB inh 24%, POLI inh -15%, BLM inh -7%, Apoferritin bind -3% and APE1 inh 10%.
For CC(=O)C1=C(O)C(=O)N(CCN(C)C)C1c1ccc(Cl)cc1 (centres undefined) the results were ALOX12 inh -4%, POLK inh -9%, TRHR agonist 0.3, ERG-DNA inh -1%, POLB inh 39%, POLI inh 21%, BLM inh 0%, Apoferritin bind -16% and APE1 inh 5%.
`O=S(=O)(c1ccccc1)c1nc(-c2cccs2)oc1NCc1cccnc1` gave ALOX12 inh inconclusive, POLK inh -5%, TRHR agonist -0.7, ERG-DNA inh -16%, POLI inh 26% and APE1 inh 53%[activator].
`CC1CCCN(S(=O)(=O)c2ccc3c(c2)CCN3C(=O)C2CCC2)C1` (centres undefined) gave ALOX12 inh 0%, POLK inh 0%, TRHR agonist -0.3, ERG-DNA inh -3%, POLB inh 6%, POLI inh 29%, BLM inh -1%, Apoferritin bind -12% and APE1 inh -1%.
`CCOc1ccc(C2NC(=S)NC3=C2CCc2ccccc23)cc1` (centres undefined) gave ALOX12 inh inconclusive, POLK inh 6%, TRHR agonist -4.5, ERG-DNA inh -5%, POLB inh 0%, POLI inh -1%, BLM inh 1%, Apoferritin bind 2% and APE1 inh -3%.
Screening Cc1ccc(Cn2nc(C)cc2C(=O)Nc2ccccc2Cl)cc1 returned POLK inh -3%, TRHR agonist -0.3, ERG-DNA inh 10%, POLB inh -2%, POLI inh 44%[activator], BLM inh -3%, Apoferritin bind -5% and APE1 inh 35%.
CNC(=S)N(CCc1c(C)[nH]c2ccc(F)cc12)Cc1cccnc1 was read as POLK inh -7%, TRHR agonist 1.3, ERG-DNA inh 7%, POLB inh 4%, POLI inh -16%, BLM inh 0%, Apoferritin bind -16% and APE1 inh 1%.
`O=C(CSc1nnc(-c2ccccc2)o1)NC1CC1` gave ALOX12 inh -34%, POLK inh 9%, TRHR agonist 0.2, ERG-DNA inh -9%, POLI inh 14% and APE1 inh 1%.
N#CCCn1nc(-c2ccccc2)cc1-n1c(C(F)(F)F)nc2ccccc21 was read as ALOX12 inh 0%, POLK inh -14%, TRHR agonist 0.9, ERG-DNA inh 0%, POLB inh 2%, POLI inh -2%, BLM inh -8%, Apoferritin bind 0% and APE1 inh -8%.
`O=C(CNS(=O)(=O)c1ccc(Br)s1)NCC1COc2ccccc2O1` (centres undefined) gave ALOX12 inh -13%, POLK inh -18%, TRHR agonist -0.2, ERG-DNA inh -4%, POLB inh 27%, POLI inh 1%[58.9 µM], BLM inh -4%, Apoferritin bind inconclusive and APE1 inh 16%.
For COCCNS(=O)(=O)c1ccc(Cl)c(C(=O)NC2CCN(Cc3ccccc3)CC2)c1 the results were ALOX12 inh 3%, POLK inh -2%, TRHR agonist 2.1, ERG-DNA inh 8%, POLB inh -19%, POLI inh 38%[activator], BLM inh -4%, Apoferritin bind 0% and APE1 inh 44%.
Cc1cc(=O)oc2c3c(cc(OCC(=O)NC4CC4)c12)OC(C)(C)CC3 was read as ALOX12 inh 20%, POLK inh -2%, TRHR agonist -0.3, ERG-DNA inh 16%, POLB inh 8%, POLI inh 0%, BLM inh 3%, Apoferritin bind -3% and APE1 inh -5%.
For CC(Sc1n[nH]c(N)n1)C(=O)Nc1ccccc1-c1ccccc1 (centres undefined) the results were ALOX12 inh 1%, POLK inh 1%, TRHR agonist 2.6, ERG-DNA inh -17%, POLB inh 19%, POLI inh 16%, BLM inh -1%, Apoferritin bind -8% and APE1 inh 2%.
N[C@H](CSC(c1ccccc1)(c1ccccc1)c1ccccc1)C(=O)O was read as ALOX12 inh 5%, POLK inh -15%[60.1 µM], BLM inh -10%, Apoferritin bind inconclusive and APE1 inh -4%.
`COc1ccc(NC(=O)c2ccc(S(=O)(=O)N3CCCCC3)cc2)c(OC)c1` gave ALOX12 inh 8%, POLK inh -6%, TRHR agonist -0.5, ERG-DNA inh 12%, POLB inh 11%, POLI inh -25%, BLM inh -1%, Apoferritin bind -3% and APE1 inh 22%.
For FC(F)(F)c1nc2nncn2c2c1CCCCC2 the results were ALOX12 inh -4%, POLK inh 6%, TRHR agonist 0.7, ERG-DNA inh -2%, POLB inh -16%, POLI inh -7%, BLM inh -3%, Apoferritin bind -14% and APE1 inh 0%.
For CC(=O)N(CN1C(=O)c2ccccc2C1=O)c1ccccc1 the results were ALOX12 inh -3%, POLK inh -6%, TRHR agonist 0.2, ERG-DNA inh -1%, POLB inh 27%, POLI inh 14%, BLM inh -4%, Apoferritin bind -16% and APE1 inh 1%.
Screening CCOCC(=O)Nc1ccc(S(=O)(=O)NCC2CCCO2)cc1 (centres undefined) returned ALOX12 inh -8%, POLK inh 1%, TRHR agonist -0.3, ERG-DNA inh -17%, POLB inh inconclusive, POLI inh 41%[activator], BLM inh 2%, Apoferritin bind -8% and APE1 inh -5%.
`O=C(O)c1cscn1` gave ALOX12 inh inconclusive, POLK inh -10%, TRHR agonist -0.9, ERG-DNA inh -7%, POLB inh -8%, POLI inh inconclusive, BLM inh -1%, Apoferritin bind -6% and APE1 inh 13%.
C[C@@]12C(=O)N(c3cccc(F)c3)C(=O)N1[C@H](c1ccc(Cl)cc1)[C@@H]1C(=O)N(C3CCCCC3)C(=O)[C@@H]12 was read as ALOX12 inh -1%, POLK inh -14%, TRHR agonist 0.6, ERG-DNA inh 2%, POLI inh 14% and APE1 inh -14%.
Screening CSc1ncc(C(=O)Nc2cc(C)cc(C)c2)c(-c2ccccc2)n1 returned ALOX12 inh -4%, POLK inh -14%, TRHR agonist 0.7, ERG-DNA inh -2%, POLB inh -4%, POLI inh -23%, BLM inh -1% and Apoferritin bind -19%.
Screening OC1(c2ccccc2Cl)NN=C2CCCCCN21 (centres undefined) returned ALOX12 inh -7%, POLK inh -4%, TRHR agonist -0.1, ERG-DNA inh 2%, POLB inh 43%, POLI inh 15%, BLM inh 0%, Apoferritin bind -8% and APE1 inh 4%.
`Cc1ccc(S(=O)(=O)/N=c2\scc(C)n2C)cc1` gave ALOX12 inh 6%, POLK inh -15%, TRHR agonist -0.7, ERG-DNA inh 1%, POLI inh 42%[activator] and APE1 inh 5%.
COc1ccc(OC)c2sc(N3CCCCC3)nc12 was read as ALOX12 inh 0%, POLK inh -12%, TRHR agonist -0.8, ERG-DNA inh 1%, POLB inh -24%, POLI inh 25%, BLM inh 3%, Apoferritin bind -5% and APE1 inh -4%.
O=c1oc(-c2ccccc2)cc(Cl)c1Cl was read as ALOX12 inh -16%, POLK inh -9%, TRHR agonist 0.0, ERG-DNA inh -18%, POLB inh 4%, POLI inh inconclusive, BLM inh -1%, Apoferritin bind -3% and APE1 inh 31%.

Nothing new here: two of the compounds above.
`Cc1ccc(S(=O)(=O)/N=c2\scc(C)n2C)cc1` gave ALOX12 inh 6%, POLK inh -15%, TRHR agonist -0.7, ERG-DNA inh 1%, POLI inh 42%[activator] and APE1 inh 5%.
COc1ccc(OC)c2sc(N3CCCCC3)nc12 was read as ALOX12 inh 0%, POLK inh -12%, TRHR agonist -0.8, ERG-DNA inh 1%, POLB inh -24%, POLI inh 25%, BLM inh 3%, Apoferritin bind -5% and APE1 inh -4%.
